# Assay outcomes as filed in PubChem.
# EPAC2 ag = EPAC2 (human) agonism | actives 0.079% (n = 360,000) | AID 720711 | EPAC2 activation, biochemical qHTS; response scale: 100% = 6.5 mM cAMP response | Potency, µM (doses to about 154 µM), for inactives: at the highest dose activation, most hits filed as activators; further: potency means the concentration at half of the fitted maximal effect; nearly all actives have a fitted effect of over 50% in size
# Target sequence (Q8WZA2 whole entry, looked up): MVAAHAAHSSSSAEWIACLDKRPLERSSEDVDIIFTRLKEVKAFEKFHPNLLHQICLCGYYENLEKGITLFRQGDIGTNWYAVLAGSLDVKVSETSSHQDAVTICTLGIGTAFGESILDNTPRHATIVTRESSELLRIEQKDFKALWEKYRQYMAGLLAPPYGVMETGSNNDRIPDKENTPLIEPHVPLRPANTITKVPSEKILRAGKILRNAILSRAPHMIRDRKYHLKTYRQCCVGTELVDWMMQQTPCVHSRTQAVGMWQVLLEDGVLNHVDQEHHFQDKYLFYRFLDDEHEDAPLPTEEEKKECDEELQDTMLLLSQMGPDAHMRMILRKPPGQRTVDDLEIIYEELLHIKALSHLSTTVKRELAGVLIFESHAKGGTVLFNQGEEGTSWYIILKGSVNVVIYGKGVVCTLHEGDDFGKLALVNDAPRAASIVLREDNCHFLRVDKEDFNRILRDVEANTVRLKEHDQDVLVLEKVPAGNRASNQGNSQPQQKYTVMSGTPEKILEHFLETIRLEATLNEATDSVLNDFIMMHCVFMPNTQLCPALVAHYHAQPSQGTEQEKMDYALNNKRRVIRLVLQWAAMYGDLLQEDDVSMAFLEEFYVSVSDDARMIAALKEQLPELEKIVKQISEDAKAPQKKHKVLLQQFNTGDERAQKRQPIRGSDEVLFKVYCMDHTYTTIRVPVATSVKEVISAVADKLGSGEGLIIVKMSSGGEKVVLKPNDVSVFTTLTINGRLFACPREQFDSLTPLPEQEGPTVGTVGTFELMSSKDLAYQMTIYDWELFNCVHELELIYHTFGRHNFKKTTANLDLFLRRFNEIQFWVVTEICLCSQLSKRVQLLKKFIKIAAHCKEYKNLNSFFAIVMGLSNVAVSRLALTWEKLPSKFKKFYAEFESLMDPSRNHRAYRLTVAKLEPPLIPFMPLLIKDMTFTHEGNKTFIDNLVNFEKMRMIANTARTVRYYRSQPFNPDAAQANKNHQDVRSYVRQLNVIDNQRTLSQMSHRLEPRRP
#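 Readout is BODIPY fluorescence (480 nm excitation, 540 nm emission), which falls as labeled GDP is exchanged off Rap1B. EPAC2 at 100 nM acted on 250 nM RAP1B-BODIPY-GDP with 50 uM GDP present.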
# TGFb SMAD3 inh = TGF-b pathway inhibition. actives 1.2% (n = 410,000). HepG2 CAGA-GFP TGF-b/SMAD3 reporter, GFP fluorescence, 18 h; TGF-beta stimulated, 500 pg/mL final. Potency, µM (doses to about 46.1 µM), for the others: at the top dose activity, negative = inhibition, most hits filed as inhibitors; further: potency means the concentration at half of the fitted maximal effect; on the % scale 0 is the no-effect control and ±100 the full control effect; nearly all actives have a fitted effect of over 65% in size
#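 GFP signal (ex488/em500-530) from TGF-beta-stimulated HEPG2 CAGA-GFP cells, 500 pg/mL final, 18 h at 37 degrees C in DMEM plus 1% FBS, normalized to unstimulated and DMSO-stimulated controls.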
# IL2 activator = activators of IL-2; activation, % (series mostly up to about 46 µM); AID 652025; actives 0.065% (n = 360,000); IL-2 activation reporter assay, cell-based qHTS; stimulated with anti-CD3/CD4/CD28 beads; in transgenic mouse T cells; in the data active means activation above about 50%; inconclusive means mostly about 30% to 49%; further: 0% is about no effect
#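 First, unstimulated transgenic mouse T cells were exposed to compound for 60 min. Next, anti-CD3/anti-CD4-coated beads with anti-CD28 were added. Finally, after 18 h at 37 degrees C, EGFP and DsRed were imaged.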
# HepG2 viability = kills HepG2 cells in TGF-b inhibitor counter-screen | HepG2 CAGA-GFP viability, ATP luminescence, 18 h | Potency, µM (top dose mostly 46.1 µM), for inactives: top-dose activity change, negative = cytotoxicity, usual class: cytotoxic | actives 0.76% (n = 410,000); further: potency means the concentration at half of the fitted maximal effect; some results filed as inactive show a strong effect at the top dose
#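 CellTiter-Glo luminescence gave cytotoxicity after 18 hours at 37 degrees C. The cells were HepG2 CAGA-GFP in 1% FBS DMEM, stimulated with 500 pg/mL TGF-beta after compound addition. %Activity was normalised to no-cell wells (complete cell-killing) and DMSO (no toxicity), and curves were fitted and classified.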
# A549 tox = A549 cytotoxicity, counter-screen for Nrf2 inhibitors | A549 ARE-Fluc cells, CellTiter-Fluor viability, 18-24 h | Potency, µM (series often up to 46 µM), inactives show at the highest dose activity change, negative = cytotoxicity, most hits filed as inhibitors | actives 0.16% (n = 390,000); further: potency means the concentration at half of the fitted maximal effect; on the % scale 0 is the no-effect control and ±100 the full control effect
#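 Cytotoxicity counterscreen: CellTiter-Fluor fluorescence was measured in A549 ARE_Fluc cells after 18-24 h of compound exposure in a concentration series. The subsequent BugLite luminescent read reports ARE-luciferase activity.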
# Nrf2 block = Nrf2 pathway inhibition; A549 ARE-Fluc reporter, luciferase luminescence, 18-24 h; Potency, µM (series often up to 46 µM), for the others: at the top dose activity change, negative = inhibition, hits mostly inhibitors; AID 504444; actives 2.1% (n = 360,000); further: potency means the concentration at half of the fitted maximal effect; on the % scale 0 is the no-effect control and ±100 the full control effect; nearly all actives have a fitted effect of over 60% in size
#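 In this cell-based qHTS, ARE-driven firefly luciferase in A549 cells reports Nrf2 activity; the luminescent signal after BugLite lysis is the measured value, with a prior CellTiter-Fluor read for cell health.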
# Nrf2 ARE act = Nrf2 pathway activation; AREc32 ARE-luciferase reporter (MCF7-derived line), luminescence, 24 h; Potency, µM (top dose mostly 46.1 µM), without a hit: at the top dose activation, most hits filed as activators; actives 0.31% (n = 410,000); further: potency means the concentration at half of the fitted maximal effect; % of control where 0% means no effect; nearly all actives have a fitted effect of over 65% in size
#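 ARE-driven firefly luciferase activity in AREc32 cells measured after a 24 hr compound exposure at 37 deg C, using Steady-Glo reagent and a 30 min room-temperature hold.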
# ATXN viability = cell viability loss in ATXN counter-screen; S2 cells (HEK-293 line with an ATXN2-luciferase reporter) viability, CellTiter-Fluor protease fluorescence, 24 h; Potency, µM (top dose mostly 56.7 µM), most hits filed as cytotoxic; actives 0.49% (n = 400,000); AID 651635; further: potency means the concentration at half of the fitted maximal effect; nearly all actives have a fitted effect of over 40% in size
# ATXN2 expr inh = inhibitors of ATXN2 expression; HEK-293 ATXN2-luciferase reporter, luminescence, 24 h; AID 1745845; actives 0.72% (n = 360,000); Potency, µM (titrated, usually from 57 µM), for inactives: at the top dose activity change, negative = inhibition, actives largely listed as inhibitors; further: potency means the concentration at half of the fitted maximal effect; on the % scale 0 is the no-effect control and ±100 the full control effect; nearly all actives have a fitted effect of over 55% in size
#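 ATXN2-luciferase reporter cells (luciferase flanked by upstream and downstream ATXN2 gene portions) were treated 24 h at 37 °C with compounds at up to 57 uM. SteadyGlo luminescence gave expression; GF-AFC fluorescence gave viability.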
# * hit, by the source's call; i = inactive; ? = inconclusive; · = not tested or not shown; [ ] = remark or other dose. Unless noted, the call rests on the fitted dose curve; in most records, active means well fitted curve in the direction sought with a large enough effect; inconclusive means small, poorly fitted or top-dose-only effect, or another doubt; inactive means no such curve, though single readings can be large; an effect the other way counts as inactive or inconclusive.
molecule	EPAC2 ag	TGFb SMAD3 inh	IL2 activator	HepG2 viability	A549 tox	Nrf2 block	Nrf2 ARE act	ATXN viability	ATXN2 expr inh
CCOc1ccc(N(C)Cc2cc(=O)oc3ccc(OC)cc23)cc1	19%	-7%	-3.8	-24%	4%	?	2.2%	i	-12%
CN1CCN(C(=O)C23CCC(C)(C(=O)C2Br)C3(C)C)CC1 (configuration not stated)	12%	-1%	2.7	5%	-2%	1%	-0.2%	?	0%
O=C(COc1ccc(Cl)cc1)Nc1ccc(C(=O)O)cc1NC(=O)COc1ccc(Cl)cc1	-3%	0%	1.2	-1%	0%	-6%	-0.7%	i	-21%
Cc1cc(NC(=O)CSCC(=O)N(C)Cc2ccc(Cl)cc2Cl)no1	10%	-3%	-5.2	0%	1%	23%	0.7%	i	-16%
COc1ccc2cc(C(c3nnnn3Cc3ccc(F)cc3)N3CCCCCC3)c(=O)[nH]c2c1 (configuration not stated)	-3%	-2%	0.6	-8%	-1%	·	-0.6%	i	2%
O=C(Nc1c(C(=O)N2CCN(c3ccccc3F)CC2)oc2ccccc12)c1cccc(F)c1	·	10%	·	-3%	22%	-17%	0.7%	i	12%
CCN1C(=O)[C@H]2[C@H]3CN=C(SCC4CC4)N3[C@@](CC)(C(=O)OC)[C@H]2C1=O	13%	4%	0.1	-2%	6%	11%	-1.0%	i	-5%
O=C(N/N=C/c1ccccc1)c1cc(=O)[nH]c2ccccc12	3%	?	-0.5	-5%	12%	1%	-0.4%[9.22 µM]	i	6%
COc1ccc(C2CC(c3ccccc3O)=NN2C(=O)c2ccccc2)cc1OC (configuration not stated)	11%	0%	1.3	-30%	-13%	4%	7.3%	i	·
Cc1cccc[n+]1CC(=O)Nc1ccc([N+](=O)[O-])cc1	18%	-12%	0.7	-18%	-19%	?	0.1%	i	-5%
Cc1cc(OCC(=O)Nc2ccc(S(=O)(=O)N3CCN(C)CC3)cc2)cc(C)c1Cl	4%	?	-0.7	-37%	18%	-11%	5.9%	i	-23%
CC(C)(C)OC(=O)N1CCC(c2c(C(=O)NCCN3CCC(Cc4ccccc4)CC3)cnn2-c2ccccc2)CC1	·	9%	·	10%	?	?	0.1%	·	·
O=C1N[C@@H](c2ccccc2)COC(=O)[C@@H](Cc2ccc(F)cc2)CC/C=C/C[C@H]1CC(=O)N(CCO)Cc1ccccc1	1%	?	-0.9	-27%	?	?	-2.1%	?	-16%
CCOc1ccc(N/C=C/C(=O)c2ccc(OC)cc2)c([N+](=O)[O-])c1	-4%	-4%	-1.2	-3%	0%	29%	0.9%	i	59%[activator]
Cc1ccc2c(c1)N(CC(=O)c1cccc(Cl)c1)C(=O)C(C)O2 (configuration not stated)	2%	0%	-0.7	-4%	8%	-12%	0.1%	i	0%

# Random excerpt: six entries already listed, in no set order.
molecule	EPAC2 ag	TGFb SMAD3 inh	IL2 activator	HepG2 viability	A549 tox	Nrf2 block	Nrf2 ARE act	ATXN viability	ATXN2 expr inh
CCOc1ccc(N/C=C/C(=O)c2ccc(OC)cc2)c([N+](=O)[O-])c1	-4%	-4%	-1.2	-3%	0%	29%	0.9%	i	59%[activator]
Cc1cccc[n+]1CC(=O)Nc1ccc([N+](=O)[O-])cc1	18%	-12%	0.7	-18%	-19%	?	0.1%	i	-5%
CC(C)(C)OC(=O)N1CCC(c2c(C(=O)NCCN3CCC(Cc4ccccc4)CC3)cnn2-c2ccccc2)CC1	·	9%	·	10%	?	?	0.1%	·	·
CN1CCN(C(=O)C23CCC(C)(C(=O)C2Br)C3(C)C)CC1 (configuration not stated)	12%	-1%	2.7	5%	-2%	1%	-0.2%	?	0%
Cc1cc(OCC(=O)Nc2ccc(S(=O)(=O)N3CCN(C)CC3)cc2)cc(C)c1Cl	4%	?	-0.7	-37%	18%	-11%	5.9%	i	-23%
Cc1ccc2c(c1)N(CC(=O)c1cccc(Cl)c1)C(=O)C(C)O2 (configuration not stated)	2%	0%	-0.7	-4%	8%	-12%	0.1%	i	0%

# (list continues)
molecule	EPAC2 ag	TGFb SMAD3 inh	IL2 activator	HepG2 viability	A549 tox	Nrf2 block	Nrf2 ARE act	ATXN viability	ATXN2 expr inh
C=CCSc1nnc(CCCCCN2C(=O)c3cccc4cccc(c34)C2=O)o1	-5%	?	-4.9	-13%	-7%	?	6.1%	i	-19%[11.3 µM]
Cc1ccccc1-n1nnnc1-c1ccccc1	2%	24%	2.3	1%	-5%	13%	-0.1%	i	3%
CCc1nc(SCC(=O)Nc2cc(C)on2)c2c(C)c(C)sc2n1	-4%	-5%	0.7	1%	-5%	2%	-0.4%	i	-14%
COC(=O)c1ccc(N2C(c3cc(OC)cc(OC)c3)=Cc3ccc(-c4ccc(C(N)=O)cc4)cc3C2CC(=O)C2CC2)cc1 (configuration not stated)	8%	·	-0.7	·	·	·	5.0%	·	-17%
COc1ccc(-c2c(-c3ccc(O)cc3O)n[nH]c2C)cc1OC	3%	29%	-1.1	-3%	-2%	·	-0.4%	i	-11%
CCN(CC)S(=O)(=O)c1cccc(NC(=O)CCSc2ccc(Cl)cc2)c1	1%	10µM*	-1.3	7%	-6%	?	1.5%	i	?
CCc1c(C)sc(NC(=O)c2cc(-c3ccco3)on2)c1C#N	-6%	-4%	-0.1	-1%	-1%	·	0.6%	i	6%
CCOC(=O)c1ccc(N2C(=O)c3n[nH]c(-c4ccco4)c3C2c2ccc(F)cc2)cc1 (configuration not stated)	·	?	·	22µM*	-17%	?	-3.0%	?	?
CC(=O)NC(c1ccc(C(C)C)cc1)c1ccc2cccnc2c1O (configuration not stated)	8%	?	-0.5	-54%	2%	-14%	0.3%	?	3.2µM*
O=C(Nc1ccc(Br)cc1F)c1cc(S(=O)(=O)NC2CCCCC2)ccc1F	·	?	·	-70%	-10%	·	6.3%	·	·
Cn1c(=O)n(CC(=O)N2CCOCC2)c2ccccc21	10%	0%	0.4	-15%	-5%	-8%	0.2%	i	-8%
Cc1ccc(Nc2cc(C)nc(N3CCOCC3)n2)c(C)c1	5%	1%	-1.2	-2%	?	13%	-0.5%	i	0%
CCC1(C)Cc2ccccc2-c2nc(NCCO)[nH]c(=O)c21 (configuration not stated)	4%	32%	-0.4	-17%	14%	-10%	-0.3%	i	1%
CC(OC(=O)c1ccc2ccccc2n1)C(=O)c1ccccc1 (configuration not stated)	2%	2%	-1.2	5%	0%	18%	0.3%	i	1%
CCCNc1[nH]c(=O)n(C)c(=O)c1N=O	1%	-3%	-0.7	-11%	-6%	-12%	-0.8%	i	9%
COc1cccc(CNC(=O)C2CCN(S(=O)(=O)c3cccc4nonc34)CC2)c1	12%	-4%	-0.3	-3%	3%	-23%	-0.2%	i	2%
O=C(c1ccco1)N1CCN(Cc2nnnn2CC2CCCO2)CC1 (configuration not stated)	-4%	-2%	-0.2	-17%	-4%	-5%	-1.0%	i	·
COc1ccc(-n2nc3c(c2NC(=O)CC(C)C)CS(=O)C3)cc1 (configuration not stated)	6%	3%	-1.0	1%	8%	2%	-0.8%	i	3%
CC1CC(C)CN(CC(O)COC2CC(C)CC(C)(C)C2)C1 (configuration not stated)	1%	?	-1.1	-18%	-2%	0%	-1.4%	i	·
O=C(CCc1ccccc1)N1CCN(C(=O)CCc2ccccc2)CC1	7%	6%	0.0	6%	6%	-11%	0.1%	i	2%
Cc1cc(C(F)(F)F)nn2cnnc12	6%	-15%	-0.1	-1%	8%	?	-0.9%	i	3%
Nc1nc(SCC(=O)Nc2cccnc2Cl)n[nH]1	-3%	2%	-1.1	-1%	0%	-6%	0.2%	i	·
c1ccc2c(c1)[nH]c1c(N3CCSCC3)ncnc12	9%	-2%	-3.7	-24%	-8%	?	4.8%	i	-38%
O=C(O)CN(c1ccccc1F)S(=O)(=O)c1ccccc1	1%	-4%	3.0	-1%	-16%	3%	-0.8%	i	-4%
COc1ccc2oc(C(=O)OCC(=O)N(C)CC(=O)Nc3ccc(F)cc3)c(C)c2c1	2%	1%	-2.5	-9%	-7%	-12%	0.5%	i	-16%
O=C(c1ccccc1)C1CN(Cc2ccccc2)CCC1(O)c1ccccc1 (configuration not stated)	10%	?	-0.5	-23%	-6%	-6%	?	i	2%
CCOC(=O)Cn1nc(-c2ccccc2)c2cnc3ccc(OCC)cc3c21	·	0%	·	-6%	-2%	-27%	1.3%	i	-12%
CC(=O)Nc1ccc(NC(=O)C2CC(=O)N(c3ccc(Cl)cc3)C2)cc1 (configuration not stated)	-1%	8%	0.0	3%	-5%	-5%	0.1%	i	0%
COC(=O)C(NS(=O)(=O)c1ccccc1Cl)c1ccccc1 (configuration not stated)	4%	11%	-5.0	-5%	0%	-4%	0.7%	i	30%
CCCN(CCC)C(=O)Cn1c(=O)n(-c2cccc(C(F)(F)F)c2)c(=O)c2c(C)c(C)sc21	·	0%	·	0%	-11%	-16%	0.1%	i	-7%
C(#Cc1ccccc1)C[N+]1(CC#Cc2cccc3ccccc23)CCOCC1	5%	-2%	-2.7	-14%	7%	-4%	3.7%	i	-9%[11.3 µM]
O=C(O)c1ccc2c(c1)OCCCO2	7%	?	-0.1	-17%	-1%	16%	-0.1%	i	·
CCc1ccc(NC(=O)C2CCN(S(=O)(=O)c3c(C)noc3/C=C/c3cccs3)CC2)cc1	·	-19%	·	-20%	-1%	-18%	1.5%	·	·
